OXTR agonist = activates the human oxytocin receptor. CHO-OTR cells, Fluo-8 calcium fluorescence; normalized: DMSO 0%, oxytocin 100%. AID 2435. P30559. actives 0.32% (n = 320,000). activation, % at 3 µM;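 active means activation above the mean of all tested compounds plus 3 SD, cutoff set per screening run, cut at about 20% in these data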;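 further: peak over basal fluorescence ratio from a 100 s FLIPR kinetic read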
NALP1 inh = blocks the NALP1 inflammasome reconstituted in yeast. S. cerevisiae NALP1/ASC/caspase-1 growth, X-gal OD620, 72 h. inhibition, % at 10 µM. actives 0.61% (n = 280,000). AID 2071; in the data active means inhibition mostly above about 24%, no sharp cut-off; inactive means mostly below about 32%; further: some compounds called inactive have numbers as strong as hits
MEKK2 WT-MEK5 = raises or lowers MEK5 binding to wildtype human MEKK2 PB1 domain | Q9Y2U5 | binding response (% of control), % at 10 µM | actives 1.1% (n = 290,000) | AID 1531 | bead flow cytometry, Alexa488-MEK5 binding to MEKK2 WT; actives lie on both sides; in the data active means binding response below about 67% or above about 130%
GalR3 antagonist = antagonists of human GalR3; actives 0.44% (n = 360,000); AID 651719; inhibition, % at 3 µM; O60755; HEK293 GalR3-CNG cAMP membrane potential fluorescence; galR3 body fused to GalR1 C-terminus;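 active means inhibition above the screen-wide average plus 3 SD, cut at about 13% in these data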;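 further: forskolin and galanin both at EC90 stimulate the cells; cAMP rise reported by CNG channel membrane potential dye signal; 0% = forskolin plus galanin with DMSO and 100% = forskolin alone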
MEKK3 PB1 HTS = raises or lowers MEK5 binding to the human MEKK3 PB1 domain; Q99759; bead-based flow cytometry, Alexa488-MEK5 binding to MEKK3; actives lie on both sides; 0 = blocked by unlabeled MEK5, 100 = vehicle; binding response (% of control), % at 10 µM; actives 1.4% (n = 290,000);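 active means binding response more than 3 SD above or below the average of its plate-row segment, actives on both sides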;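 further: Alexa488 bead fluorescence after subtracting the streptavidin-only scavenger bead signal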
Target sequence (Q99759 whole entry, looked up, the tested form may be a part): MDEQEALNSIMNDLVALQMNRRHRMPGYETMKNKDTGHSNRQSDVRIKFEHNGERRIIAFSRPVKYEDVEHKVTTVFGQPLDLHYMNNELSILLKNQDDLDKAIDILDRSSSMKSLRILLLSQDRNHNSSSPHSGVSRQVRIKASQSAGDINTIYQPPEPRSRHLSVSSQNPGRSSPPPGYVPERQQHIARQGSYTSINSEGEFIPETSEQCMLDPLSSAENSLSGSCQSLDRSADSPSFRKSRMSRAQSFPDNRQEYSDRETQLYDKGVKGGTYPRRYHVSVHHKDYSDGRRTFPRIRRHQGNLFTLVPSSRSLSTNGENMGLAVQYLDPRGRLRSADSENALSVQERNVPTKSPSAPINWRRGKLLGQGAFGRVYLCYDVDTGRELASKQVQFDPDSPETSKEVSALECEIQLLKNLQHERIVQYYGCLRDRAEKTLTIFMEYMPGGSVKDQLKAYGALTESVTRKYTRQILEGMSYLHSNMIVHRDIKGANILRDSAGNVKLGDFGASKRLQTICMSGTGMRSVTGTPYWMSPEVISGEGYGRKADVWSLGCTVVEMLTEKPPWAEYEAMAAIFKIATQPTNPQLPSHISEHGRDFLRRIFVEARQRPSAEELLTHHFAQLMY
MEKK2 mut-MEK5 = signal of MEK5 binding to mutant human MEKK2 PB1 domain | actives 0.35% (n = 290,000) | percent response, % at 10 µM | AID 1530 | bead flow cytometry, Alexa488-MEK5 binding to MEKK2 mutant; in the data active means percent response above about 24%, passing the limit was not always enough; further: inactives centre near 1; some results filed as inactive read as strong as hits; reference of the scale not given here
GPR7 antag = blocks human GPR7 receptor signaling; P48145; GPR7-expressing cells, fluorescence antagonist assay; inhibition, % at 4.4 µM; actives 1.1% (n = 290,000); AID 1861; in the data active means inhibition above about 16%, passing the limit was not always enough;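 further: cells stimulated with the agonist NPW; 0% = agonist with vehicle and 100% = vehicle without agonist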
Target sequence (P48145 whole entry, looked up): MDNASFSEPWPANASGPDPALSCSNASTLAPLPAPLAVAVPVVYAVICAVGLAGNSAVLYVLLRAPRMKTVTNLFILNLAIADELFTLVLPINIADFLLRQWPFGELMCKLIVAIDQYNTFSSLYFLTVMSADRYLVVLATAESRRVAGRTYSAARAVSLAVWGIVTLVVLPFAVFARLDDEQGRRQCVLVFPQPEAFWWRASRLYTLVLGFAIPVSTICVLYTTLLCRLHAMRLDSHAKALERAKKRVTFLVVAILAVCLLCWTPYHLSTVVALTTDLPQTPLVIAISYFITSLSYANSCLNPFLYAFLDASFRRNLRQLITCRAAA
PHOSPHO1 inh = blocks human PHOSPHO1 phosphatase activity | AID 1565 | recombinant PHOSPHO1, absorbance phosphatase assay | inhibition, % at 13.3 µM | actives 1.1% (n = 290,000); in the data active means inhibition above about 60%
V1aR counter = counter-screen for oxytocin receptor agonists: human V1a receptor agonists; P37288; activation, % at 3 µM; CHO-V1R cells, Fluo-8 calcium fluorescence, agonist mode; 0% DMSO, 100% 3 nM vasopressin; actives 0.25% (n = 320,000);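 active means activation above the mean activation of all tested compounds plus 3 SD, per screening run, cut at about 20% in these data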;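 further: signal is peak over basal fluorescence ratio across a 100 second FLIPR read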
* hit, by the source's call; . = no result given. Compounds as they come; overall some 5.4% were active at least once.

SMILES | OXTR agonist | NALP1 inh | MEKK2 WT-MEK5 | GalR3 antagonist | MEKK3 PB1 HTS | MEKK2 mut-MEK5 | GPR7 antag | PHOSPHO1 inh | V1aR counter
CCOCc1nnc(NC(=O)C2CCN(C(=O)C3CC(=O)N(c4ccc(C)cc4)C3)CC2)s1 (configuration not stated) | 0.2 | 3 | 100 | -9 | 99 | -3 | -2 | 32 | 1.0
CCn1c(SCC(=O)NCc2ccc3c(c2)OCO3)nnc1-c1ccco1 | 0.0 | 6 | 98 | -8 | 99 | 1 | -12 | 28 | 0.7
Cc1ccc(NC(=O)COC(=O)c2cc(Cl)cc(Cl)c2)c(Br)c1 | 1.0 | 30 | 97 | -3 | 98 | 0 | -8 | -4 | 0.5
N#CCC(=O)Nc1ccc(C(=O)OCC(=O)N(C2CCCCC2)C2CCCCC2)cc1 | -1.4 | -1 | 99 | -9 | 105 | 6 | -17 | 46 | 1.5
O=C1N[C@@H](Cc2cn(S(=O)(=O)c3ccc([N+](=O)[O-])cc3)c3ccccc23)C(=O)N[C@H]1Cc1ccccc1 | -1.9 | . | 105 | 0 | 97 | 2 | . | . | -0.4
O=C(Nc1nc2c(s1)CCCC2)c1ccc(Br)o1 | -2.1 | 7 | 104 | -4 | 103 | 6 | -6 | 15 | -1.3
O=C(CCC1CCCC1)Nc1nnc(-c2ccc3c(c2)OCO3)s1 | 1.2 | 14 | 95 | -1 | 93 | -1 | -1 | -20 | 0.1
O=C(c1cc[n+]([O-])cc1)N1CCc2c([nH]c3ccccc23)C1c1ccccc1Cl (configuration not stated) | 2.0 | -9 | 97 | -4 | 99 | -6 | 31* | 12 | 1.1
c1cncc(Oc2cccc(Oc3cccnc3)c2)c1 | 4.9 | 0 | 101 | 1 | 101 | 6 | -6 | -4 | 5.3
O=C(Nc1cccnc1)c1ccc(NC(=O)c2ccco2)cc1 | 2.0 | 6 | 105 | -2 | 102 | 0 | -12 | -22 | 1.2
CCC(C)NC(=O)[C@@H]1CCCN1C(=O)C1CCN(S(=O)(=O)c2ccc(C)cc2)CC1 (some centres not stated) | -0.1 | -1 | 101 | -7 | 104 | -1 | -2 | 37 | 0.3
CCCn1c(SCC(=O)NCCc2ccccc2)nnc1C(C)C | 0.1 | . | 99 | 7 | 107 | 7 | -4 | 37 | 1.0
COc1ccc(OC)c(CN2CCN(C(=O)c3cccc4ccccc34)CC2)c1 | 2.3 | -3 | 108 | -1 | 115 | 6 | -6 | -7 | 1.8
O=C(C[n+]1cccc2ccccc21)c1ccc([N+](=O)[O-])cc1 | -0.4 | -5 | 89 | -5 | 86 | -2 | -2 | 58 | -0.1
COc1ccc(OC)c(NC(=O)c2c(NC(=O)CNCc3ccco3)sc3c2CCC3)c1 | -0.6 | 18 | 101 | -2 | 105 | 5 | 3 | 31 | 1.9
COC(=O)c1ccc(=O)n(-c2ccc(OC)cc2)c1 | -0.2 | 9 | 103 | 0 | 103 | 2 | -2 | -7 | 0.2
CCOc1ccc(C(=O)NC2CCN(CC(=O)NCc3cccs3)CC2)cc1 | -1.3 | -14 | 91 | 2 | 97 | -9 | -6 | 19 | 0.0
O=C(CNC(=O)c1cccs1)N/N=C/c1ccco1 | 0.4 | 29* | 85 | -5 | 85 | -12 | 8 | 40 | 0.5
COc1ccc(C2C(C(C)=O)=C(O)C(=O)N2c2nccs2)cc1 (configuration not stated) | 0.3 | 14 | 103 | 4 | 103 | 3 | 2 | -31 | 0.2
NC(=O)CSC1=Nc2ccccc2C2=NC(CCC(=O)NCc3ccc(F)cc3)C(=O)N12 (configuration not stated) | -1.1 | 19 | 101 | -3 | 99 | -2 | 8 | 16 | 0.1
CCCCC(c1nnnn1CC1CCCO1)N1CCN(c2nc3ccccc3s2)CC1 (configuration not stated) | . | 8 | 103 | -4 | 105 | 3 | -3 | 37 | .
COc1ccc(OC)c(N(CC(=O)NCc2ccccn2)S(C)(=O)=O)c1 | -1.2 | 6 | 97 | -3 | 102 | 4 | -1 | 8 | 0.0
Cc1cnc(C(=O)Nc2ccc(C)c(S(=O)(=O)N(C)C)c2)cn1 | -0.7 | 24 | 100 | 1 | 102 | 22 | -9 | 12 | 2.0
Cc1nn(CCCC(=O)NCCCN2CCN(C)CC2)c(=O)c2c1sc1ccccc12 | -0.8 | 10 | 104 | -8 | 102 | 4 | -16 | 22 | 0.0
COc1ccccc1CNC(=O)C1(NC(=O)Nc2ccc(C)cc2)CCCCC1 | -1.7 | -14 | 101 | -4 | 106 | -2 | -4 | 10 | -1.1
COc1cc2[nH]c(C(=O)N3CCc4ccccc43)cc2c(OC)c1OC | -1.1 | 12 | 101 | -2 | 101 | 7 | -3 | . | 0.5
O=C(CN1CCN(C(=O)c2ccccc2F)CC1)Nc1ccc(Br)cc1 | 3.4 | 40 | 108 | -2 | 104 | 7 | -7 | -7 | 7.2
Cc1ccc(NC(=O)NN2CCN(C)CC2)cc1C | . | 3 | 107 | -1 | 104 | 6 | -5 | 28 | .
CCCC[n+]1c2ccccc2cc2ccccc21 | 1.1 | 33 | 96 | -8 | 94 | -5 | 34 | -64 | -0.5
C=CCSc1nnc2nc3c(nn12)c1cc(C)ccc1n3CC=C | -1.2 | -24 | 102 | -4 | 102 | 2 | 1 | -8 | -1.8
Cc1cc(=O)n2c(n1)NC(=NCc1ccccc1)NC2c1ccccc1 (configuration not stated) | -1.4 | 15 | 99 | -3 | 102 | -1 | -5 | -19 | -0.9
COc1ccc(CNc2nc3nc(C)c(Cl)c(=O)n3[nH]2)cc1 | 0.6 | 21 | 98 | 2 | 99 | 1 | -8 | 33 | 1.0
O=S(=O)(Nc1cccc2cn[nH]c12)c1ccc(F)cc1 | 2.8 | 1 | 94 | 3 | 91 | -8 | -18 | 16 | 2.4
CSc1ccccc1NC(=O)c1onc(C)c1Cl | -1.1 | 24 | 107 | 0 | 104 | 13 | -6 | -1 | -1.0
CCCC(=O)c1ccc(N2CCOCC2)c(F)c1 | 1.8 | 12 | 100 | -5 | 103 | 8 | 7 | 8 | 0.9
Cc1ccc(S(=O)(=O)c2cc3c(=O)n4cccc(C)c4nc3n(C3CCCCC3)c2=N)cc1 | 0.1 | 16 | 95 | . | 100 | -9 | 4 | 5 | 0.1
CCOC(=O)c1oc2nc(C(C)C)c3c(c2c1N)CC(C)(C)OC3 | . | 17 | 109 | -4 | 111 | 4 | -7 | 18 | .
O=C(NC1CCCC1)c1ccc(Cn2c(=O)[nH]c3ccsc3c2=O)cc1 | 1.2 | . | 89 | -6 | 83 | -6 | -12 | 25 | 0.2
CCOC(=O)N1CCN(C(=O)CNC(=O)c2nn(-c3ccc(OC)c(OC)c3)c(=O)c3ccccc23)CC1 | 2.8 | -13 | 99 | -10 | 104 | -2 | -12 | 19 | 4.9
Nc1nc(NC(=O)CCC(=O)O)nn1-c1ccccc1 | 0.1 | . | 100 | -6 | 107 | 0 | -12 | 43 | 0.3
COc1cc(/C=N/NC(=S)NCC2CCCO2)cc(OC)c1OC (configuration not stated) | -1.2 | . | 85 | -5 | 87 | -20 | 2 | 17 | -0.2
Brc1ccc(C2C3=C(Nc4ncnn42)c2ccccc2OC3c2ccncc2)cc1 (configuration not stated) | 1.6 | 12 | 95 | -6 | 101 | -1 | -8 | 19 | 3.8
Cn1c(=O)[nH]c(=O)c2c1ncn2CCN1CCCCC1 | 0.8 | 5 | 109 | -1 | 101 | 6 | -1 | 11 | 1.6
C[C@]12C(=O)N(c3ccc(F)cc3)C(=O)N1[C@@H]1c3ccccc3OC[C@@H]1[C@H]2c1ccccc1 | 0.7 | 6 | 103 | -9 | 102 | -3 | 4 | -52 | 1.3
CCC(C(=O)NCc1ccco1)N(C(=O)CNS(=O)(=O)c1ccccc1)C1CCCCC1 (configuration not stated) | -1.6 | -6 | 100 | 1 | 99 | 0 | 5 | 13 | -0.4

A portion from the list above:
SMILES | OXTR agonist | NALP1 inh | MEKK2 WT-MEK5 | GalR3 antagonist | MEKK3 PB1 HTS | MEKK2 mut-MEK5 | GPR7 antag | PHOSPHO1 inh | V1aR counter
O=C(NC1CCCC1)c1ccc(Cn2c(=O)[nH]c3ccsc3c2=O)cc1 | 1.2 | . | 89 | -6 | 83 | -6 | -12 | 25 | 0.2
CCOC(=O)N1CCN(C(=O)CNC(=O)c2nn(-c3ccc(OC)c(OC)c3)c(=O)c3ccccc23)CC1 | 2.8 | -13 | 99 | -10 | 104 | -2 | -12 | 19 | 4.9
Nc1nc(NC(=O)CCC(=O)O)nn1-c1ccccc1 | 0.1 | . | 100 | -6 | 107 | 0 | -12 | 43 | 0.3
COc1cc(/C=N/NC(=S)NCC2CCCO2)cc(OC)c1OC (configuration not stated) | -1.2 | . | 85 | -5 | 87 | -20 | 2 | 17 | -0.2
Brc1ccc(C2C3=C(Nc4ncnn42)c2ccccc2OC3c2ccncc2)cc1 (configuration not stated) | 1.6 | 12 | 95 | -6 | 101 | -1 | -8 | 19 | 3.8
Cn1c(=O)[nH]c(=O)c2c1ncn2CCN1CCCCC1 | 0.8 | 5 | 109 | -1 | 101 | 6 | -1 | 11 | 1.6
C[C@]12C(=O)N(c3ccc(F)cc3)C(=O)N1[C@@H]1c3ccccc3OC[C@@H]1[C@H]2c1ccccc1 | 0.7 | 6 | 103 | -9 | 102 | -3 | 4 | -52 | 1.3
CCC(C(=O)NCc1ccco1)N(C(=O)CNS(=O)(=O)c1ccccc1)C1CCCCC1 (configuration not stated) | -1.6 | -6 | 100 | 1 | 99 | 0 | 5 | 13 | -0.4

The results go on:
SMILES | OXTR agonist | NALP1 inh | MEKK2 WT-MEK5 | GalR3 antagonist | MEKK3 PB1 HTS | MEKK2 mut-MEK5 | GPR7 antag | PHOSPHO1 inh | V1aR counter
CCCCN=Cc1c(C)[nH]n(-c2ccccc2)c1=S | 0.4 | -43 | 107 | 1 | 100 | -4 | -2 | 68* | -0.6
COc1ccc(CNC(=O)COc2ccc(S(=O)(=O)NC(C)C)cc2)cc1 | -0.5 | 10 | 103 | -2 | 102 | 1 | 7 | -16 | 0.1
Cc1cc(O)cc2c1C(c1ccc(F)cc1)CC1(CC(C)(C)NC(=S)N1)O2 (configuration not stated) | -0.3 | -3 | 86 | . | 98 | -9 | 6 | -63 | 2.5
COc1ccc(OCC(=O)N/N=C(\C)c2cccs2)cc1 | 0.9 | -12 | 103 | -6 | 101 | 3 | -13 | 36 | -0.3
CCn1c(CNC(=O)c2ccc(OC)cc2)nnc1SC | -0.7 | 5 | 105 | 0 | 102 | 10 | -12 | -13 | 1.2
CCc1nc(CN(C)C(=O)C2CCC(=O)N(CCc3cccc(F)c3)C2)no1 (configuration not stated) | 0.0 | 16 | 110 | -4 | 103 | 6 | -9 | 32 | 0.2
O=C(OCc1nc2ccccc2s1)c1ccc([N+](=O)[O-])o1 | -0.1 | 10 | 99 | . | 103 | 0 | -9 | 4 | 0.1
CSc1ccc(CCNC(=O)c2ccc(CS(=O)Cc3ccccc3Cl)o2)cc1 (configuration not stated) | 7.2 | -15 | 100 | -9 | 100 | 2 | -2 | 32 | 7.2
Cc1nnc2n(c1=O)C(CS(=O)(=O)c1ccc3ccccc3c1)CS2 (configuration not stated) | -0.1 | 15 | 91 | 3 | 100 | -8 | 1 | -5 | 0.4
COc1ccc(Cl)cc1NC(=O)c1nnn(CC(=O)Nc2ccc(C)c(C)c2)c1N | 1.6 | 12 | 99 | -2 | 96 | 0 | -11 | 34 | -0.5
O=C(NNC(=O)C1CCCO1)c1ccc(Cl)cc1 (configuration not stated) | -0.1 | 24 | 102 | 0 | 97 | -3 | -4 | -7 | 1.0

High-throughput results deposited in PubChem BioAssay by several laboratories.
